# Screening data as filed in PubChem.
# Pf Dd2 inh = blocks in vitro growth of P. falciparum Dd2; AID 1347417; 120,000 tested, 4.3% active; Potency, µM (top dose mostly 28.9 µM), for the others: at the top dose activity, negative = inhibition, actives largely listed as inhibitors; P. falciparum Dd2 growth, SYBR Green, 72 h; active = well fitted inhibition curve with a large enough effect; inconclusive = small, poorly fitted or top-dose-only effect; inactive = no such curve, though single readings can be large or run the other way;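 note: plate controls were DMSO vehicle for no effect and reference drug for full effect; nearly all actives have a fitted effect of over 65% in size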
#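 Readout: SYBR Green fluorescence, 485 nm excitation, 535 nm emission, after ~16 h lysis at 37C. Before that, Dd2-infected red cells (2.5% hematocrit) grew 72 h with compound, 29 uM top final concentration.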
# The depositor's hits bear a star; i = inactive; ? = inconclusive; [ ] = another dose, or the depositor's remark. Potency is the fitted concentration of half-maximal effect. This is a subset; the hit share may differ from the screen's.
SMILES,Pf Dd2 inh
Cc1cc(S(=O)(=O)N[C@@H]2CCOC[C@H]2OCc2cscn2)n(C)n1,-2%
CCC(C(=O)N(C)Cc1ccccc1)n1nc(C)c2sc3ccccc3c2c1=O (stereo not given),2%
CCc1cccc(C)c1NC(=O)c1cc(S(=O)(=O)N2CCC3(CC2)OCCO3)ccc1F,-7%
COc1ccccc1CNC(=O)CCc1ccc2c(c1)CN(S(C)(=O)=O)CCO2,1%
Cc1ccc2nc(-c3cc(NC(=O)COc4ccc(C)c(C)c4)ccc3Cl)oc2c1,25%
Cc1ccc(NC(=O)Cn2nnc(C(=O)NCCc3ccccc3)c2N)cc1Cl,i
CC(C)NC(=O)C[C@@H]1C[C@H]2O[C@H](CNC(=O)Nc3ccc(F)cc3)[C@@H](O)[C@H]2O1,6%[44.1 µM]
COC(=O)C1=CN(CC(=O)Nc2ccccc2C)S(=O)(=O)N=C1C,22%
Cc1ccc(CNc2ccc3nnc(C4CCC4)n3n2)o1,7.1µM*
COc1ccc(N(Cc2cccs2)C(=O)Nc2ccccc2)cc1,-28%

# Rewritten with bars between the fields: 2 of the compounds above
Compound | Pf Dd2 inh
Cc1ccc2nc(-c3cc(NC(=O)COc4ccc(C)c(C)c4)ccc3Cl)oc2c1 | 25%
Cc1ccc(NC(=O)Cn2nnc(C(=O)NCCc3ccccc3)c2N)cc1Cl | i

# (next part)
SMILES,Pf Dd2 inh
Cc1ccc(C(=O)Nc2ccc(C(=O)OCc3cc(=O)n4c5c(sc4n3)CCCC5)cc2)cc1,i
CCc1noc(-c2cn(C3CCN(C(=O)c4ccc(F)c(F)c4)CC3)nn2)n1,?
O=C1NC(=NC2CCCC2)C2(CCN(Cc3ccsc3)CC2)N1c1cc(F)cc(F)c1,?
CCc1ccc(-n2nnnc2N2CCN(C(=O)Nc3ccc(C)c(F)c3)CC2)cc1,?
COc1cccc(CNC(=O)c2nn(-c3ccccc3Cl)nc2CO)c1,47%[activator]
COc1ccc(CN2C(=O)[C@@H]3C[C@@H](O)CN3C3(CN(Cc4cccc(OC)c4)C3)C2=O)cc1,i
COC(=O)c1ccccc1NC(=O)c1ccc2c(Cl)c3c(nc2c1)CCCC3,-9%
COC(=O)c1c(NC(=O)c2ccc(OC)cc2OC)sc2c1CCCCC2,33%[activator]
Cc1ccccc1CN1C[C@@H]2C(=O)N(C)C(=O)[C@@H]2C1,i
Cc1[nH]ncc1C(=O)N[C@@H]1CN(S(C)(=O)=O)C[C@H]1CN(C)C,6%
COCC(=O)N1CCN(C(C)=O)C[C@@H]1C(=O)N[C@H](Cc1cccnc1)C(=O)OC,24%[44.1 µM]
COc1ccc(-c2nc3c(c(=O)[nH]2)CCN(S(=O)(=O)C2CC2)C3)cc1,-15%
CC(C)(O)CCc1cccc(C(=O)NCCNc2cccnc2)c1,-27%
O=C(COc1ccc(Cl)cc1)N1CCN(c2cc(-c3ccccc3)[nH]n2)CC1,-3%
CCN(CC)S(=O)(=O)c1ccc2c(c1)nc(CN(C)C(=O)Nc1cccc(Cl)c1)n2C,-30%
CC(=O)c1c(C)oc2ccc(N(C(=O)Oc3ccccc3)S(=O)(=O)c3ccccc3)cc12,i
COc1ccc(C(=O)N2CCCC(c3nn(-c4ccc(Cl)cc4)c(=O)[nH]3)C2)cc1 (stereo not given),i
COc1ccc(C)cc1NC(=O)Nc1cccc(-c2noc(C)n2)c1,-16%
Cc1cccc(OCC(=O)N[C@@H]2CCOC[C@H]2OCc2cscn2)c1C,1%
COc1cc2c(cc1OCc1ccncc1)NC(=O)C21CCN(Cc2ccncc2)CC1,i
Cn1ccc(C(=O)N2CCC(c3nnc4n3C(C(=O)N3CCOCC3)CC4)CC2)n1 (stereo not given),16%
FC(F)(F)c1ccc(-c2cnc([C@@H]3COCCN3Cc3ccncc3)[nH]2)cc1,?
c1ccc(-n2ncc3c(NC4CCCC4)ncnc32)cc1,i
Cc1ccc(C(=O)N2CCC(n3cc(-c4nc(C(C)C)no4)nn3)C2)cc1 (stereo not given),-14%
COCCNc1nc(-c2c(C)noc2C)cc2cc(CO)oc12,-10%[44.1 µM]
CC1(C)[C@H](Cc2cc(CCO)on2)C[C@@H]1NCc1ccccn1,?
CCOC(=O)CCNC(=O)N1CCC(C(=O)N2CCCCCCNC(=O)CC2)CC1,40%[activator]
O=C1Nc2ccc(-c3ccsc3)cc2C(=O)N2C[C@H](O)C[C@@H]12,23%[44.1 µM]
O=C(Nc1cccc(-c2ccc(N3CCOCC3)nn2)c1)Nc1ccccc1C(F)(F)F,-22%
O=C(c1cccc(Cl)c1)N1CCC(c2nn(Cc3ccccc3)c(=O)[nH]2)CC1,?
CC(=O)N1CCCc2cc(S(=O)(=O)N3CCCC(C(=O)NCc4ccc(Cl)cc4)C3)ccc21 (stereo not given),-22%
CCOc1ccc(NC(=O)C2CC(=O)NC(=Nc3ccc(Cl)c(Cl)c3)S2)cc1 (stereo not given),-23%
Cc1noc(C)c1[S+](=O)([O-])N1CCc2nc(-c3ccc(Cl)cc3)nc(-c3ccccc3)c2C1,6%
CCOCCn1c(=O)[nH]c2cc(C(=O)N3CCC(OC)CC3)ccc21,2%
O=C(NCC(c1ccco1)S(=O)(=O)c1cccs1)c1ccc(F)cc1 (stereo not given),i
COc1ccccc1NC(=O)C1=C(C)Nc2ncnn2C1c1ccc[nH]1 (stereo not given),18%
Cc1ccccc1-c1nc(NC(=O)CSc2ncnc3sc4c(c23)CCCC4)ns1,16%
OCc1ccc(-c2nccn2CCc2noc(-c3ccccc3)n2)o1,-3%
COc1cc(OC)cc(-n2c(=O)c3sccc3n(Cc3cc(=O)n4c(C)cccc4n3)c2=O)c1,1%
Cc1nc(C)c(C(=O)N2C[C@@H](Oc3ccccc3)C[C@H]2C(=O)NC2CC2)s1,-4%
O=C1NCCCCCCN(C(=O)c2cnccn2)[C@H]2CCCC[C@@H]12,?
O=C(Nc1cccc(F)c1)C1(CCO)CCN(c2ncccn2)C1 (stereo not given),8%
COCCC(=O)N1C[C@@H](COc2cccnc2)[C@H](c2ccccn2)C1,16%
COC(=O)Cc1c(C)nc2nc(NCc3ccc(Br)cc3)[nH]n2c1=O,32%[activator]
Cc1ccc(S(=O)(=O)N2CCCN(C)c3ccccc32)cc1F,-17%
O=C(c1ccccc1)N1CCC2(CC1)C(=O)NCN2C(=O)Cc1ccc(O)cc1,?
COC(=O)[C@@H]1Cc2c([nH]c3ccccc23)[C@H]2C[C@@H](NCc3cccs3)C[C@@H](c3ccccc3F)N21,-28%
Cc1noc2c(N3CC[S+](=O)([O-])CC3)cc(-c3cccs3)nc12,-22%[44.1 µM]
COc1ccc(NC(=O)O[C@@H]2CO[C@H]3[C@@H]2OC[C@@H]3NC(=S)NC2CCCCC2)cc1,i
COCCS(=O)(=O)c1ncc(CN2CC[C@@H]3CCCC[C@H]3C2)n1Cc1ccccc1,6.3µM*

# Reprinted from the part before: 2 entries, then new ones.
SMILES,Pf Dd2 inh
COc1ccc(NC(=O)O[C@@H]2CO[C@H]3[C@@H]2OC[C@@H]3NC(=S)NC2CCCCC2)cc1,i
COCCS(=O)(=O)c1ncc(CN2CC[C@@H]3CCCC[C@H]3C2)n1Cc1ccccc1,6.3µM*
Cc1ccc(Cn2c(=O)c3cccnc3n(Cc3ccc(C)cc3)c2=O)cc1,-8%
Cc1nn(C)c(C)c1CN(Cc1ccc2c(C)cc(=O)oc2c1)C1CC1,-12%
COc1ccc(C)cc1NS(=O)(=O)c1ccc2[nH]c(=O)c(=O)[nH]c2c1,9%
Cc1ccc(S(=O)(=O)N2CCC(CCC(=O)NCc3cccc(C)c3)CC2)cc1,-26%
CCOc1ccc(CC(=O)N2CCC(Cc3nc(-c4ccc(F)cc4)no3)CC2)cc1,i
CCOc1ccc(NC(=O)Cn2cc(C(=O)c3ccc(C)c(C)c3)c(=O)c3cc(F)ccc32)cc1,-13%
CCn1ncc(CN2CCCC(c3nc(C(C)C)no3)CCNC(=O)CC2)c1C (stereo not given),-20%
Cc1c(Cl)cccc1-n1ncc(C(=O)N2CCC(C)CC2)c1C1CCN(C(=O)OC(C)(C)C)CC1,11µM*
CCCN1C(=O)CCc2cc(NC(=O)CCOC)ccc21,i
Cc1ccccc1Cn1cc(C(=O)N2CCN(C3CCCCC3)C(=O)C2)nn1,?
COc1nccnc1NC1CCN(C(=O)c2ccccc2C)CC1,i[5.79 µM]
CCN(Cc1ccncc1)C(=O)CC1C(=O)NCCN1CCc1ccccc1 (stereo not given),-18%
c1ccc(CCCNc2ncncc2-c2nc(-c3ccccc3)no2)cc1,i
O=C(Nc1cccc(-c2nnc3n2CCCC3)c1)c1ccccc1Cl,5.6µM*
COc1ccc(NC(=O)c2sc3nc(C)c(C(=O)Nc4ccc(C)cc4C)c(-c4ccc(Cl)cc4)c3c2N)cc1,?
NC(=O)c1cccc(-c2n[nH]c3c2CC(=O)N(Cc2ccccc2F)C3)c1,-29%[44.1 µM]
COCC(=O)N1CCCC(c2cc(N3CCCC3)nc(C)n2)C1 (stereo not given),20%
O=C(Cc1ccc(N(Cc2ccccc2)C(=O)c2ccco2)cc1)Nc1ccccc1,-7%
Cc1nc(C)c(C(=O)N2CCc3c(c(-c4nncn4Cc4ccccc4)nn3C)C2)s1,?
CN1C(=O)[C@@H]2C[C@@H](O)CN2C2(CN(Cc3ccoc3)C2)C1=O,20%[44.1 µM]
COCCOc1ccc2c(n1)CCN(C(=O)C1(c3ccccc3)CC1)C2,-9%
Cc1ccc(C)c(CN2C(=O)c3ccccc3S(=O)c3ccc(C(=O)N4CCN(c5ccccc5F)CC4)cc32)c1 (stereo not given),i
Cc1cc(F)ccc1NC(=O)C1CCC(CNS(=O)(=O)c2ccc3c(c2)CCCC(=O)N3)CC1 (stereo not given),7%
CCc1noc([C@@H]2CC(F)(F)CN2C(=O)c2cc(C)no2)n1,19%
Cc1nn(Cc2ccccc2)c(C)c1[C@@H]1C=C[C@@H](NS(=O)(=O)c2ccccc2)C1,?
COc1ccc(-c2cc(C(=O)NCCc3ccc(OC)c(OC)c3)c3c(-c4ccc(F)cc4)[nH]nc3n2)cc1,46%
O=C(Nc1ccc(F)c(Cl)c1)C1CCN(c2ncccn2)CC1,11%
O=C(CCc1nnn2c1CN(S(=O)(=O)c1ccc(F)cc1)CC2)NC1CC1,-24%
Cc1ccc(CN2C(=O)NC3(CCN(C(=O)c4ccc(C(C)(C)C)cc4)C3)C2=O)cc1 (stereo not given),-30%
O=C1Nc2ccccc2CC12CCN(Cc1ccccc1)CC2,3.5µM*
Nc1n[nH]c(CNC(=O)c2cn(CCC3CCCCN3)nn2)n1 (stereo not given),13%
COc1cccc(-c2cc3c(=O)n(CCNC(=O)COc4ccc(F)cc4)ccn3n2)c1,?
Cn1ccc2c(C(=O)NCc3cccnc3)nc(Nc3ccccc3)cc21,-3%[44.1 µM]
COc1cccc(CN2CCC3(CC2)COc2ccccc2CN3)c1,?
NC(=O)CSc1ncc2c(n1)-c1ccccc1N(Cc1ccc(F)cc1)S2(=O)=O,i
CC(C)(C)NC(=O)N1[C@H]2CC[C@@H]1c1cnc(-c3ccccc3)nc1C2,?
O=S(=O)(N1CCOCC1)N1CCCC(c2ccccc2)(c2ccccc2)C1,?
CC1(C)CNC(=O)c2nc(CCN3CCCc4ccccc43)[nH]c2C1,-6%
COc1ccc(C)cc1NC(=O)N1CCN(C)C2(CCC(=O)N(C)CC2)C1 (stereo not given),-13%
CN(Cc1ccc(F)cc1)c1ccc2ncc(Nc3ccncc3)n2n1,-7%[44.1 µM]
COc1cc(NC(=O)Cn2c(N3CCOCC3)nc(C)cc2=O)cc(OC)c1OC,i
O=C(Cn1c(-c2cccs2)cc2cc(Cl)ccc21)N1CCCCC1,-6%
CCCc1nnc(C[C@@H]2C[C@@H](C(C)C)[C@H](CN3CCC(CO)CC3)C=C2C)o1,10µM*
CC(=O)Nc1cccc(C(=O)NC2CCCN(c3cc(-c4ccc(Cl)cc4)[nH]n3)C2)c1 (stereo not given),?
COc1ccccc1CNC(=O)CSc1nc2nc(C)c(Cc3ccccc3Cl)c(C)n2n1,19%
COc1cccc(C(=O)N(Cc2sccc2C)C2CCS(=O)(=O)C2)c1 (stereo not given),-3%
Cc1cccc(OCC(=O)N(Cc2cccc(Cl)c2)Cc2ccco2)c1C,1%
O=C1NCc2ccccc2CC12CCCN2CC1CCCCC1 (stereo not given),?
COc1ccc2cc(C(=O)N3CCC4(CC3)CC(Cc3nc(C)no3)CCO4)[nH]c2c1 (stereo not given),-23%
O=C(Nc1ccc(C(=O)N2CCN(c3ccc(F)cc3)CC2)cc1)c1nsc2ccccc12,-1%

# In the list so far, six contain two or more sulfur atoms.
SMILES,Pf Dd2 inh
Cc1cc(S(=O)(=O)N[C@@H]2CCOC[C@H]2OCc2cscn2)n(C)n1,-2%
O=C(NCC(c1ccco1)S(=O)(=O)c1cccs1)c1ccc(F)cc1 (stereo not given),i
Cc1ccccc1-c1nc(NC(=O)CSc2ncnc3sc4c(c23)CCCC4)ns1,16%
Cc1noc2c(N3CC[S+](=O)([O-])CC3)cc(-c3cccs3)nc12,-22%[44.1 µM]
NC(=O)CSc1ncc2c(n1)-c1ccccc1N(Cc1ccc(F)cc1)S2(=O)=O,i
COc1cccc(C(=O)N(Cc2sccc2C)C2CCS(=O)(=O)C2)c1 (stereo not given),-3%

# The listing continues.
SMILES,Pf Dd2 inh
CCc1cc(N(C)Cc2noc(C3CC3)n2)n2nc(C)c(C)c2n1,?
O=C(N[C@H]1CCOC[C@H]1C1CCOCC1)c1cnc(CN2CCCC2)s1,-13%
COc1ccc(OC)c(NC(=O)Cn2c(=O)n(Cc3nc(C)no3)c(=O)c3ccccc32)c1,-8%
COc1ccc2c(c1)CC(NC(=O)Nc1ccc(Br)c(C)c1)CO2 (stereo not given),12%
c1ccc(CCCNc2nccc(-c3ccccn3)n2)nc1,-4%
COCc1cn([C@H]2CO[C@H]3[C@@H]2OC[C@@H]3NC(=O)c2ccc(C(F)(F)F)cc2)nn1,i
